# TMEM16A act: activates or potentiates the mouse TMEM16A chloride channel. HEK293 TMEM16A/YFP-H148Q/I152L, iodide quench fluorescence; active compounds read low. B-score at 10 µM. Q8BHY3. 340,000 tested, 0.3% active. AID 623877;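 active = fluorescence-ratio B-score plate-corrected deviation score at least 3 library SD below zero, with starting fluorescence score within 5 deviations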;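 note: channel opened by trigger with iodide after compound preincubation; score built on the fluorescence ratio of max minus min over baseline; more negative score means more quench and so TMEM16A activation or potentiation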
# Target sequence (Q8BHY3 whole entry, looked up): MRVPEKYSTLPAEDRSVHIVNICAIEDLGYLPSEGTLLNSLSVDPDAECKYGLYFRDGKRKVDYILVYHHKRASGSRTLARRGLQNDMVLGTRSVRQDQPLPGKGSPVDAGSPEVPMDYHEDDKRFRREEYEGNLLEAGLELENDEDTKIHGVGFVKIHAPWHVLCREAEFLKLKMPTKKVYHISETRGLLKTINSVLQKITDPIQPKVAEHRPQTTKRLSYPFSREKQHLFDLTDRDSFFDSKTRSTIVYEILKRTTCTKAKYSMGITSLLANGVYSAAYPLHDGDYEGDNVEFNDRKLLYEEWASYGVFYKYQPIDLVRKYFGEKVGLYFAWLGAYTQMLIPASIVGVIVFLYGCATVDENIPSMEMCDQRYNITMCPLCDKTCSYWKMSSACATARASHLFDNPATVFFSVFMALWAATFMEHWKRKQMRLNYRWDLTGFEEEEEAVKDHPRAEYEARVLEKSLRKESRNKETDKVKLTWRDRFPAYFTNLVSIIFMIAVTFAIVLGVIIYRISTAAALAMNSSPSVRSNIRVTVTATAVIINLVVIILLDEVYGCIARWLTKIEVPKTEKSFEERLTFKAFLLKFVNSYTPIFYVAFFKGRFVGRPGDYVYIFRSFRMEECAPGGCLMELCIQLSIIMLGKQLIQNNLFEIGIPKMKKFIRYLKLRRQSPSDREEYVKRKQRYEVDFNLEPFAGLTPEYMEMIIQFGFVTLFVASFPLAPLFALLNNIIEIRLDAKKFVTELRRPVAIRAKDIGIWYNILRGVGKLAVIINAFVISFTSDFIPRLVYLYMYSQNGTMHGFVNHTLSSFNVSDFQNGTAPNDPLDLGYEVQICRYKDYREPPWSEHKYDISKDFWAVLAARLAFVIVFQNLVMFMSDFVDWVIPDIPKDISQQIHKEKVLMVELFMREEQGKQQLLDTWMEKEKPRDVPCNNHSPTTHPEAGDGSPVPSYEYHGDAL
# The depositor's hits bear a star; i = inactive. These rows are one share of the data (hit frequency here may not be typical).
SMILES,TMEM16A act
COc1cccc2sc3cc(NCc4ccc(C)o4)ccc3c(=O)c12,i
COc1cc(C(=O)NNC(=O)CCOc2ccccc2C)cc(OC)c1OC,i
Cc1nn(-c2ccccc2)c(C)c1/C=C/C(=O)OCC(=O)Nc1ccc(C(N)=O)cc1,i
O=C(COc1cc(Cl)ccc1Cl)N1CCNC1=O,i
COc1ccc(NC(=O)CCc2nc3ccccc3c(=O)[nH]2)cc1S(=O)(=O)N1CCCCC1,i
CCOC(=O)c1sc(NC(=O)C2CC(=O)N(c3ccccc3OC)C2)nc1C (centres undefined),i
CCS(=O)(=O)c1ccc(C=NNc2nc3ccccc3o2)cc1,i
Cc1[nH]c(=O)nc(NN=Cc2ccc(Cl)cc2)c1C(=O)Nc1ccc(Cl)cc1,i
COc1cc(C)cc(OC)c1OCC(=O)Nc1cc(C)on1,i
COc1ccc(C(=O)OCC(=O)NC(Cc2ccccc2)C(C)=O)cc1S(=O)(=O)N1CCCC1 (centres undefined),i
O=C1c2ccccc2C(Nc2ccccc2)N1c1ccc(Cl)cn1 (centres undefined),i
C=CC1=C(C(=O)O)N2C(=O)[C@@H](NC(=O)/C(=N\OCC(=O)O)c3csc(N)n3)[C@H]2SC1,i
COc1ccc(S(=O)(=O)Nc2cccc3c2O[C@@H](CN(C)CC2CC2)[C@@H](C)CN([C@@H](C)CO)C3=O)cc1,i
COc1ccc(CN2C(=O)C(C)Nc3ncnc(N4CCN(c5ccccc5)CC4)c32)cc1 (centres undefined),i
CN(CC(=O)Nc1c(Cl)cccc1Cl)C(=O)Cn1[nH]c(=O)c2ccccc2c1=O,i

# Four entries out of the list, ordered by SMILES length, highest first.
SMILES,TMEM16A act
COc1ccc(C(=O)OCC(=O)NC(Cc2ccccc2)C(C)=O)cc1S(=O)(=O)N1CCCC1 (centres undefined),i
COc1ccc(NC(=O)CCc2nc3ccccc3c(=O)[nH]2)cc1S(=O)(=O)N1CCCCC1,i
COc1cc(C(=O)NNC(=O)CCOc2ccccc2C)cc(OC)c1OC,i
CCS(=O)(=O)c1ccc(C=NNc2nc3ccccc3o2)cc1,i

# Following part:
SMILES,TMEM16A act
COc1ccc(CN(C)C(=O)c2cccc(S(=O)(=O)N3CCCc4ccccc43)c2)c(OC)c1OC,i
CC1CCCCC1NS(=O)(=O)c1ccc2c(c1)CCC(=O)N2 (centres undefined),i
COc1cccc(/C=C/C(=O)OCC(=O)NC2CCCCCCC2)c1,i
C[C@H](CO)N1C[C@H](C)[C@@H](CN(C)S(=O)(=O)c2cn(C)cn2)Oc2c(NC(=O)Nc3ccc(C(F)(F)F)cc3)cccc2C1=O,i
COC(=O)C1=C(C)N(Cc2ccccc2)C(=NCCCCO)N[C@H]1c1cccc(C(F)(F)F)c1,i
CCN(CC(=O)Nc1c(F)cccc1F)C(=O)CNC(=O)c1sc2ccccc2c1Cl,i
CC1(C)S[C@@H]2[C@H](NC(=O)C(C(=O)O)c3ccccc3)C(=O)N2[C@H]1C(=O)O (some centres undefined),i
CSCCC(NS(=O)(=O)c1ccc(C)cc1)C(=O)N(C)CC(=O)Nc1ccccc1Br (centres undefined),i
Cc1ccc(S(=O)(=O)N2CCOCC2)cc1C(=O)N1CC(C)CC(C)C1 (centres undefined),i
COc1ccccc1/C=C/C(=O)OCC(=O)Nc1c(C)nn(-c2ccccc2)c1C,i
CC(NCC(=O)NCC(=O)Nc1ccc(F)cc1)c1cccc(C(F)(F)F)c1 (centres undefined),i
CC(=O)c1ccc(N2CCN(C(=O)c3ccc(Cl)c(S(=O)(=O)NC4CC4)c3)CC2)c(F)c1,i
O=C1c2ccccc2[C@@H]2C[C@@H](O)[C@H](Nc3ccccc3-c3ccccc3)CCN12,i
CC1CCN(C(=O)CCCl)c2ccccc21 (centres undefined),i
O=C(COC(=O)Cc1ccc(S(=O)(=O)N2CCOCC2)s1)Nc1ccccc1Cl,i
O=C(CCC(=O)c1cccs1)NNC(=O)c1ccccc1Cl,i
Cc1cc2c(cc(C(=O)OC(C)C(=O)NCc3ccccc3)n2C)o1 (centres undefined),i
CCOc1ccc(C(=O)OCC(=O)Nc2ccc3c(c2)OCCO3)cc1OC,i
CCC(C)c1ccccc1NC(=O)COC(=O)C1=NN(c2ccccc2)C(=O)CC1 (centres undefined),i
CCOC(=O)c1oc2cc(O)cc(C)c2c1C,i
O=C(O)CSc1ccc(S(=O)(=O)N2CCCC2)cn1,i
O=C(Cn1ccc(=O)[nH]c1=O)Nc1ccc(O)c([N+](=O)[O-])c1,i
CS(=O)(=O)c1cccc(C(=O)OCC(=O)NC(=O)Nc2ccccc2F)c1,i
CCOc1ccccc1OCC(=O)Nc1ccc2[nH]c(=O)[nH]c2c1,i
CCCCn1c(N)c(N(CCOC)C(=O)CC(NC(=O)c2ccccc2Cl)c2ccccc2)c(=O)[nH]c1=O (centres undefined),i
Cc1ccc(C)c(NC(=O)CN(C)C(=O)c2cc(C3CC3)nn2-c2ccccc2)c1,i
COc1ccc(NS(=O)(=O)c2ccc(C)c(C(=O)N3CCN(Cc4cc(OC)ccc4OC)CC3)c2)cc1,i
CCOC(=O)c1c(CN2CCNCC2)nc2ccc(Cl)cc2c1-c1ccccc1,i
Cc1cc(C(=O)Nc2cccc(S(=O)(=O)N3CCOCC3)c2)c2ccccc2n1,i
O=C(O)c1c[nH]c2c([N+](=O)[O-])cccc2c1=O,i
CCOC(=O)[C@H]1[C@H]2COc3ccc(OC)cc3[C@@H]2N2C(=O)CN(Cc3ccco3)C(=O)[C@@]12C,i
Oc1c(Br)cc(Br)c2cccnc12,i
Nc1nc2cc(Br)ccc2o1,i
Cc1ccc(-c2cc(C(=O)NNC(=O)c3csc(N4CCOCC4)n3)c3ccccc3n2)cc1,i
Cc1ccn2cc(-c3cc4ccccc4oc3=O)nc2c1,i
COc1ccc(Cl)cc1NC(=O)C1CCN(C(=O)Nc2ccccc2)CC1,i
Cc1cccc(C)c1NC(=O)CN(C)C(=O)CC1CC2CCC1C2 (centres undefined),i
Cc1ccc2c(c1)C(=O)C(=O)N2Cc1ccc(Br)cc1,i
Cc1cc(NC(=O)CSc2ncc(C(=O)O)n2-c2ccc(F)cc2)no1,i
CN(C(=O)CSc1nnc(Cc2cccs2)n1C1CC1)C1CCS(=O)(=O)C1 (centres undefined),i
CCC(CO)Oc1cc(NC(=O)Cc2ccccc2F)c2ncn(C(C)C)c2c1 (centres undefined),i
CC(C)(C)OC(=O)N1CCC(NC(=O)c2[nH]cnc2C(=O)Nc2ccc(Cl)cc2)CC1,i
Cc1ccc(C2(C)NC(=O)N(CC(=O)c3ccc4c(c3)OCCO4)C2=O)cc1 (centres undefined),i
O=S(=O)(Nc1cc(S(=O)(=O)N2CCOCC2)ccc1NCC1CCCO1)c1ccc(F)cc1 (centres undefined),i
O=C(COC(=O)c1ccc(F)cc1)Nc1ccc2c(c1)OCO2,i
C=CC[C@@H](CC(=O)N[C@@H](CO)Cc1ccccc1)C(=O)NC[C@@H](OC(=O)[C@@H](CC=C)Cc1ccc(F)cc1)c1ccccc1,i
CC(=O)Nc1c(Br)cc2c(c1Br)Cc1cc(Br)ccc1-2,i
NS(=O)(=O)c1ccc(CCNC(=O)COC(=O)c2nc(Cl)ccc2Cl)cc1,i
O=CNc1ccccc1,i
NC(=O)c1ccsc1NC(=O)COC(=O)c1c(F)cccc1Cl,i
CC(CCC(=O)O)(c1ccc(O)cc1)c1ccc(O)cc1,i
Cc1ccnc2c1ccc1c(C)ccnc12,i
CCn1c(N)c(C(=O)COC(=O)CCc2nc3ccccc3c(=O)[nH]2)c(=O)[nH]c1=O,i
O=C(Cc1c[nH]c2ccccc12)N1CCN(S(=O)(=O)c2ccc(Cl)cc2)CC1,i
Cc1ccc(S(=O)(=O)Nc2ccc3cc([N+](=O)[O-])ccc3c2[N+](=O)[O-])cc1,i
CCOC(=O)C1=C(C)NC(C)=C(C(=O)OCC)C1C(=O)OCC(=O)NCc1ccccc1,i
COc1cccc(-c2sc3ccc(OC)cc3c2-c2ccc(OCCN3CCCC3)cc2)c1,i
O=C(COC(=O)c1cc(-c2ccccc2)nc2ccccc12)NC1CC1,i
COc1cc([N+](=O)[O-])c2nc(C(=O)O)ccc2c1,i
O=C(c1ccc(Cl)c(S(=O)(=O)NCc2cccnc2)c1)N1CCCC1,i
# Next section.
SMILES,TMEM16A act
COc1ccc(CCC(=O)Nc2cc(S(=O)(=O)N3CCCCC3)ccc2N(C)C)cc1,i
C/C(=C\c1cc2ccccc2o1)C1Nc2cccc3cccc(c23)N1,-18*
O=C(CN1C(=O)C2CCCCC2C1=O)Nc1cc([N+](=O)[O-])ccc1F (centres undefined),i
COc1ccc(C2/C=C\CN(C(=O)c3ccccc3)CC(=O)N2Cc2cccc(F)c2)cc1 (centres undefined),i
CCC1(CC)NC(=O)N(CC(=O)N2CCN(c3ccccc3F)CC2)C1=O,i
CCOC(=O)[C@H]1[C@H]2COc3ccc(Cl)cc3[C@@H]2N2C(=O)CN(Cc3ccc(Cl)cc3)C(=O)[C@@]12C,i
COc1ccc(-c2cc(=O)c3c(O)c(OC)c(OC)c(OC)c3o2)cc1,i
Cc1ccc2c(CN3CCN(S(=O)(=O)c4ccccc4C(F)(F)F)CC3)cc(=O)oc2c1,i
O=C(CNC(=O)c1nn(Cc2ccccc2)c(=O)c2ccccc12)Nc1ccc(F)c(F)c1F,i
CC(C)=CCC[C@](C)(O)C1CC[C@]2(C)C1[C@H](O)CC1[C@@]3(C)CC[C@H](O[C@@H]4O[C@H](CO)[C@@H](O)[C@H](O)[C@H]4O[C@@H]4O[C@H](CO)[C@@H](O)[C@H](O)[C@H]4O)C(C)(C)C3CC[C@]12C (some centres undefined),i
CCCNC(=O)C(Cc1cccc(C#N)c1)NC(=O)c1cccc([N+](=O)[O-])c1 (centres undefined),i
O=S1c2ccccc2Oc2ccccc21,i
CC(C)(C)OC(=O)N[C@@H](C(=O)OC(C)(C)C)c1ccc(Br)cc1,i
CCC(C)c1c(N)n(S(=O)(=O)c2ccc(C)cc2)oc1=O (centres undefined),i
CCc1ccccc1NC(=O)c1ccc(OCc2c(C)noc2C)cc1,i

# Structures from the list above with a tert-butyl group, in the order listed:
SMILES,TMEM16A act
CC(C)(C)OC(=O)N1CCC(NC(=O)c2[nH]cnc2C(=O)Nc2ccc(Cl)cc2)CC1,i
CC(C)(C)OC(=O)N[C@@H](C(=O)OC(C)(C)C)c1ccc(Br)cc1,i

# (more compounds)
SMILES,TMEM16A act
Cc1ccc(-n2c(SCC(=O)NCC3CCCO3)nc3ccccc3c2=O)cc1 (centres undefined),i
COc1ccc(S(=O)(=O)N(C)C)cc1NC(=O)COC(=O)Cn1cnc2ccccc2c1=O,i
CC(C)[C@H](NC(=O)c1ccc(Cl)cc1Cl)C(=O)NNc1cccc(C(=O)O)c1,i
CC(OC(=O)Cn1[nH]c(=O)c2ccccc2c1=O)C(=O)Nc1ccc(Cl)cn1 (centres undefined),i
COc1cccc(NC(=O)CN(C)C(=O)CN2C(=O)NC(C)(c3ccc(C)cc3)C2=O)c1 (centres undefined),i
Nc1c(Br)cc(Br)c2c1-c1ccc([N+](=O)[O-])cc1C2,i
Cn1c(SSc2ccc(-c3cccnc3)n2C)ccc1-c1cccnc1,i
COc1ccccc1/C=C/C(=O)OCC(=O)N1CCN(S(=O)(=O)c2ccc(C)cc2C)CC1,i
C[C@H]1CN([C@@H](C)CO)C(=O)c2cccc(NC(=O)c3cnccn3)c2O[C@@H]1CN(C)S(=O)(=O)c1ccc(F)cc1,i
COc1cc(/C=C2\CCC(C)C3=C(c4cc(OC)c(OC)c(OC)c4)C(C#N)=C(N)OC32)cc(OC)c1OC (centres undefined),i
C#CCOCCOCCOCCNc1nc(N2CCOCC2)nc(N2CCN(C(=O)[C@H](CCCCN)n3cc(CCC(=O)O)nn3)CC2)n1,i
CN1CCN(c2ccc(S(=O)(=O)N3CCOCC3)cc2NC(=O)C2CCCCC2)CC1,i
Cc1noc(C)c1NC(=O)Nc1ccc2c(c1)CC(=O)N([C@H](C)CO)C[C@@H](C)[C@H](CN(C)CC1CCCCC1)O2,i
Cc1ccc(CN2CC(=O)N3[C@H]4c5cc(C)ccc5OC[C@@H]4[C@H](c4ccccc4)[C@]3(C)C2=O)cc1,i
CCOC(=O)C1=CNS(=O)(=O)NC1c1ccc(C(=O)OC)cc1 (centres undefined),i
COc1ccc(C2=NN(C(=O)COC(=O)c3ccc(S(C)(=O)=O)c([N+](=O)[O-])c3)C(c3ccco3)C2)cc1 (centres undefined),i
CCN(CC)S(=O)(=O)c1cc(NC(=O)C2CSC3(C)CCC(=O)N23)ccc1C (centres undefined),i
COc1ccccc1C(C)NC(=O)CN(C)CC(=O)Nc1c(C)cccc1C (centres undefined),i
CCOC(=O)c1c(C)[nH]c(C)c1C(=O)COC(=O)/C=C/c1ccco1,i
Cc1cccc(NC(=O)CNC(=O)Cc2ccc(S(=O)(=O)N3CCOCC3)s2)c1C,i
COc1ccc(/C=C/C(=O)OCC(=O)NC2CC2)c(OC)c1,i
CCn1c2ccccc2c2nc3cc(C(=O)O)ccc3nc21,i
CN1C(=O)N(CC(=O)N2CCN(S(=O)(=O)c3ccc(Cl)s3)CC2)C(=O)C12CCCCC2,i
COc1cc(OC)c2c(-c3cccc(-c4sccc4C(C)=O)c3)cc(=O)oc2c1,i

# Part of the list above in another layout:
Structure	TMEM16A act
CC(C)(C)OC(=O)N[C@@H](C(=O)OC(C)(C)C)c1ccc(Br)cc1	i
Cc1cccc(NC(=O)CNC(=O)Cc2ccc(S(=O)(=O)N3CCOCC3)s2)c1C	i
Cc1noc(C)c1NC(=O)Nc1ccc2c(c1)CC(=O)N([C@H](C)CO)C[C@@H](C)[C@H](CN(C)CC1CCCCC1)O2	i
CCOC(=O)c1oc2cc(O)cc(C)c2c1C	i
O=S(=O)(Nc1cc(S(=O)(=O)N2CCOCC2)ccc1NCC1CCCO1)c1ccc(F)cc1 (centres undefined)	i
COc1cc([N+](=O)[O-])c2nc(C(=O)O)ccc2c1	i
